LYP inhibition = inhibition of human PTPN22 tyrosine phosphatase – biochemical, DiFMUP fluorescence, recombinant catalytic domain, 10 µM, primary screen (AID 606). recombinant LYP catalytic domain, DiFMUP fluorescence; higher % means a stronger effect. inhibition, % at 10 µM; hits with a dose series show IC50 in µM. 52,000 tested, under 10 active;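 active = IC50 under 40 µM in the dose-response test; inactive = IC50 of 40 µM or more, or never dose-tested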
HT1080 viability = cytotoxicity in HT1080 fibrosarcoma cells, cell-based, fluorescence readout (AID 620) | HT1080 viability, fluorescence; higher % means a stronger effect | cytotoxicity, % at 10 µM, or EC50 in µM where a hit was titrated | 0.42% of 87,000 active;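 also: cells exposed to compound overnight then 4 h with Alamar Blue; 0% = vehicle DMSO and 100% = killing control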
TNAP inhibition = inhibition of tissue-nonspecific alkaline phosphatase – biochemical, luminescent (AID 518) | 0.09% of 64,000 active | purified TNAP enzyme, luminescent substrate readout; higher % means a stronger effect | inhibition, % at 20 µM, or IC50 in µM where a hit was titrated; in the data active = a potency from the dose series; inactive = the rest, 99 in 100 with inhibition below about 22%;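 also: plate controls were vehicle for no effect and reference inhibitor for full effect; many of its hits are not listed in these tables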
MK inhibit = blocks S. pneumoniae mevalonate kinase; purified MK, PK/LDH-coupled NADH absorbance 340 nm; inhibition, % at 10 µM; 0.48% of 65,000 active; AID 555;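 active = ranked among the strongest by inhibition in the single 10 µM screen, a fixed top-ranked set picked for dose follow-up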; also: no value below 0 was filed
HPDE-C7K KRASV12 = viability loss of HPDE-C7K cells – cell-based, fluorescence, HTS, primary screen (AID 431). HPDE-C7K KRASV12 cells, Alamar Blue viability, 48 h; higher % means a stronger effect. cytotoxicity, % at 10 µM; hits with a dose series show EC50 in µM. 1.7% of 63,000 active;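 active = compounds whose percent cytotoxicity in the single-dose primary screen, scaled between solvent and toxic-drug controls, exceeds 50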;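 also: 0% = DMSO solvent wells and 100% = doxorubicin-treated wells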
Bfl-1 displacement = displacement of Bid BH3 peptide from Bfl-1 – biochemical, fluorescence polarization, FITC-Bid, mouse, primary screen (AID 432) | FITC-Bid BH3 peptide fluorescence polarization displacement; higher % means a stronger effect | one-dose displacement, % at 20 µM; IC50 in µM for titrated hits | 0.02% of 64,000 active; in the data active = a potency from the dose series; inactive = the rest, 99 in 100 with displacement below about 15%; also: strong numbers were not always called active
DPM-DC inhibit = inhibitors of Streptococcus pneumoniae diphosphomevalonate decarboxylase. purified DPM-DC, PK/LDH coupled NADH fluorescence. calls only at 10 µM. 0.49% of 65,000 active. AID 556;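 active = the 320 compounds with the highest percent inhibition in the single-dose primary screen, excluding strongly autofluorescent ones, cut at about 32% in these data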;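 also: kinetic rate of NADH fluorescence loss reporting ADP formed by the decarboxylase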
HPDE-C7 cytotoxicity = cytotoxicity in HPDE-C7 cells, cell-based, fluorescence, HTS (AID 430). HPDE-C7 pancreatic duct cells viability, fluorescence; higher % means a stronger effect. cytotoxicity, % at 10 µM, or EC50 in µM where a hit was titrated. 1.8% of 63,000 active;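 also: cells exposed to compound for 48 hours before viability readout; 0% = vehicle and 100% = reference cytotoxic drug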
PMK inhibit = blocks S. pneumoniae phosphomevalonate kinase; purified PMK, PK/LDH-coupled NADH absorbance 340 nm; AID 539; 0.49% of 65,000 active; inhibition, % at 10 µM;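 active = top-ranked compounds by inhibition in the single 10 µM screen, taking a fixed number of the strongest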;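 also: 0% = full reaction with DMSO carrier and 100% = background rate without enzyme reaction; no value below 0 was filed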
PMK inhibit pilot replicates = also measured in PMK inhibit; calls as there; inhibition, %; measured here: pilot screen replicates
MK inhibit pilot replicates = also measured in MK inhibit; calls as there; inhibition, %; measured here: pilot screen replicates
DPM-DC inhibit pilot screen % = second read-out of DPM-DC inhibit, no call of its own (marks repeat the call); inhibition, %; measured here: pilot screen trials
Numbers without * were called inactive; i = inactive; x = not tested or not shown. Rule as the data show it, unless noted: active = cytotoxicity above about 50%; inactive = the rest.

SMILES	LYP inhibition	HT1080 viability	TNAP inhibition	MK inhibit	HPDE-C7K KRASV12	Bfl-1 displacement	DPM-DC inhibit	HPDE-C7 cytotoxicity	PMK inhibit	others
O=c1ccn(Cc2ccccc2Cl)cc1	-9.3%	-1.3%	17.8%	2.0	7.4%	-6.3%	i	9.3%	0.0	PMK inhibit pilot replicates=7.5;MK inhibit pilot replicates=3.5;DPM-DC inhibit pilot screen %=0.0
COc1ccccc1N1CCN(Cc2ccc(OC)c(OC)c2OC)CC1	x	3.0%	-1.8%	47.0*	-15.5%	-5.2%	i	-10.4%	0.0
COc1ccc(C(=O)NCC(=O)Nc2ccccc2)cc1OC	-7.1%	-0.6%	7.3%	7.0	-2.8%	-2.4%	i	-4.2%	6.0
CCn1c(=O)c2c(nc3n2CCCN3CCc2ccccc2)n(C)c1=O	x	-0.5%	4.6%	4.0	-2.6%	-5.9%	i	-8.4%	4.0
Cc1nc2ccccc2c(=O)n1NCc1cccs1	1.4%	-1.4%	20.1%	6.0	-2.0%	-3.9%	i	0.4%	12.0
CCc1nc2oc(C(=O)c3ccccc3)c(N)c2c2c1COC(C)(C)C2	4.5%	5.2%	4.7%	0.0	0.0%	1.2%	i	1.8%	0.0
Cc1ccc2[nH]c(=O)c(-c3noc(-c4ccncc4)n3)cc2c1	3.1%	-6.3%	13.6%	9.0	-9.3%	4.4%	i	-8.7%	4.0	PMK inhibit pilot replicates=5.5;MK inhibit pilot replicates=0.0;DPM-DC inhibit pilot screen %=4.0
COc1cccc(OC)c1C(=O)Nc1ccccc1N1CCCC1	11.0%	4.0%	18.4%	12.0	17.6%	8.6%	i	1.4%	9.0	PMK inhibit pilot replicates=6.5;MK inhibit pilot replicates=4.5;DPM-DC inhibit pilot screen %=3.0
CCN1C(=O)c2c(C)nc3ccccc3c2C1=O	11.8%	-2.7%	-2.0%	0.0	-0.1%	9.5%	i	4.4%	5.0
CCOC(=O)C(C)On1c(SC(C)C(=O)OCC)nc2ccccc2c1=O (stereo not given)	12.6%	10.9%	20.7%	5.0	6.1%	7.5%	i	-9.8%	12.0	PMK inhibit pilot replicates=3.0;MK inhibit pilot replicates=0.0;DPM-DC inhibit pilot screen %=6.0
COc1ccc2c(c1OC)C(=O)NC(C)=C(C(=O)OC(C)(C)C)C2O (stereo not given)	2.0%	4.2%	8.6%	1.0	x	-1.0%	i	x	1.0
Cc1occc1-c1nnc(SCC(=O)N2CC(=O)Nc3ccccc32)n1CC(C)C	-8.7%	2.8%	11.2%	0.0	-12.2%	-0.3%	i	-2.6%	14.0
COc1ccccc1NC(=O)C1C2C=CC3(CN(Cc4cccnc4)C(=O)C13)O2 (stereo not given)	-17.0%	0.5%	11.1%	5.0	-4.6%	-4.7%	i	-6.3%	1.0
O=c1c2[nH]c3ccccc3c2ncn1Cc1cccnc1	11.2%	25.3%	4.9%	13.0	x	-4.0%	i	x	10.0
Cc1ccc(NC(=O)COc2ccc3oc4c(c3c2)CCCC4)nc1	x	-3.6%	x	3.0	x	x	i	x	0.0
CCSC1=C(C#N)C(c2ccc(OC)c(OC)c2)CC(=O)N1 (stereo not given)	8.7%	-5.9%	-3.9%	10.0	-21.4%	3.9%	i	-17.6%	5.0
Cc1cccc(C)c1NC(=O)Cn1c(=O)n(CCCC(=O)NCc2ccco2)c(=O)c2sccc21	4.6%	-9.0%	9.6%	5.0	3.2%	1.3%	i	0.8%	13.0
COc1ccc(-c2cnnn2-c2ccc(NC(=O)c3ccco3)cc2)cc1OC	x	2.4%	11.9%	0.0	15.3%	-10.0%	i	-8.0%	11.0
CC1CCCN(c2nc3c(c(=O)[nH]c(=O)n3C)n2CCSc2ncccn2)C1 (stereo not given)	2.5%	4.1%	4.5%	6.0	-3.3%	-0.1%	i	-6.7%	11.0
CCCN(CCC)C(=O)Cn1ccc(=N)c2ccccc21	12.3%	28.8%	1.6%	5.0	0.3%	-1.6%	i	-5.5%	19.0
COc1cc(C(=O)Nc2cc(Cl)ccc2C)c(-n2cnnn2)cc1OC	-0.7%	3.5%	-2.3%	7.0	10.1%	-7.3%	i	-7.0%	5.0	PMK inhibit pilot replicates=9.5;MK inhibit pilot replicates=1.0;DPM-DC inhibit pilot screen %=1.5
Cc1ccc2c(c1)c(C)cc(=O)n2CCC(=O)O	x	-2.7%	11.3%	11.0	-6.7%	-9.8%	i	11.0%	9.0
CCOCC(=O)Nc1nnc(COc2ccc(Cl)cc2)s1	-7.1%	17.8%	20.0%	6.0	10.3%	-2.6%	i	-5.6%	2.0
CN(C)CCC(=O)c1ccc2c(c1)OCO2	x	-13.2%	13.8%	2.0	15.8%	-6.0%	i	-1.4%	15.0
CCSc1nnc(NC(=O)c2cc(C)on2)s1	69.2%	-2.0%	2.7%	8.0	-4.2%	-2.7%	i	-2.6%	7.0

The final 3 records of the part above come first, to join the parts.
SMILES	LYP inhibition	HT1080 viability	TNAP inhibition	MK inhibit	HPDE-C7K KRASV12	Bfl-1 displacement	DPM-DC inhibit	HPDE-C7 cytotoxicity	PMK inhibit	others
CCOCC(=O)Nc1nnc(COc2ccc(Cl)cc2)s1	-7.1%	17.8%	20.0%	6.0	10.3%	-2.6%	i	-5.6%	2.0
CN(C)CCC(=O)c1ccc2c(c1)OCO2	x	-13.2%	13.8%	2.0	15.8%	-6.0%	i	-1.4%	15.0
CCSc1nnc(NC(=O)c2cc(C)on2)s1	69.2%	-2.0%	2.7%	8.0	-4.2%	-2.7%	i	-2.6%	7.0
O=C(O)C1CCCN(S(=O)(=O)c2cccc3cccnc23)C1 (stereo not given)	12.6%	-7.2%	3.0%	9.0	10.7%	0.4%	i	12.4%	0.0
Cc1cc(S(=O)(=O)NC2CCCCC2)c(C)s1	9.1%	-3.0%	1.3%	7.0	-10.6%	-1.1%	i	-12.3%	13.0
CCOC(=O)Cc1csc(NC(=O)COc2ccccc2)n1	14.2%	-0.9%	10.1%	8.0	-11.3%	-3.2%	i	-14.2%	4.0
O=C(CCSc1nc(-c2ccco2)cc(C(F)(F)F)n1)NCc1ccccn1	15.9%	5.0%	9.0%	6.0	3.9%	-9.9%	i	1.1%	0.0
CS(=O)(=O)N(CC(=O)NCc1ccc2c(c1)OCO2)c1ccc(Cl)cc1	-0.1%	-3.5%	6.8%	0.0	0.0%	-9.6%	i	1.8%	11.0
CS(=O)(=O)N1CCCC(c2nc(-c3ccc(S(=O)(=O)NCc4ccccc4)cc3)no2)C1 (stereo not given)	2.4%	7.3%	6.0%	8.0	-5.6%	-0.5%	i	-24.8%	1.0
Cc1ccc(Cn2c(Sc3ncccn3)nc3c2c(=O)[nH]c(=O)n3C)cc1	-1.6%	4.1%	9.6%	9.0	-2.9%	-2.8%	i	-9.5%	0.0
CC(Oc1ccc(C(=O)NC2CCCCC2)cc1)C(=O)O (stereo not given)	7.7%	-2.0%	12.7%	1.0	0.8%	-7.9%	i	-4.8%	0.0
COC(=O)c1c(C)oc2ccc(NS(=O)(=O)c3cc(OC)ccc3OC)cc12	7.6%	-0.1%	9.9%	4.0	5.8%	-6.6%	i	5.2%	12.0
Cc1ccc(-c2nc(CS(=O)(=O)CC(=O)N3CCCCCC3)c(C)o2)cc1	-13.7%	-7.2%	-2.2%	0.0	-2.1%	-1.4%	i	-15.2%	5.0
O=S(=O)(NCc1ccco1)c1cccc2cccnc12	6.4%	12.7%	19.1%	5.0	22.7%	3.3%	i	15.9%	10.0	PMK inhibit pilot replicates=4.0;MK inhibit pilot replicates=0.0;DPM-DC inhibit pilot screen %=1.0
CCn1cc(C(=O)OCC(=O)Nc2c(C)n(C)n(-c3ccccc3)c2=O)c(=O)c2ccc(C)nc21	x	1.9%	-1.0%	5.0	3.7%	2.2%	i	-1.7%	9.0
COCCNC(=O)c1ccccc1-c1nc(-c2ccccc2OC)no1	-5.2%	-3.3%	1.3%	6.0	3.8%	0.4%	i	4.3%	10.0
Cc1conc1NC(c1cccs1)c1ccc2cccnc2c1O (stereo not given)	5.4%	34.0%	11.2%	0.0	5.68µM*	1.3%	i	10.2µM*	13.0
O=C(Cc1ccccc1)NCCSCc1ccco1	-0.6%	x	2.1%	13.0	-23.7%	-2.4%	i	-17.4%	6.0
COc1ccc(OCC(=O)NC2CC(C)(C)NC(C)(C)C2)cc1	-7.0%	-1.0%	7.8%	8.0	-0.9%	0.6%	i	-4.7%	11.0
O=C(CN1C(=O)C2CCCN2C(=O)c2ccccc21)Nc1ccccc1-n1cccc1 (stereo not given)	3.8%	6.7%	7.7%	1.0	7.9%	-5.9%	i	2.8%	6.0
O=C(NCc1cccs1)C1CCCN(S(=O)(=O)c2cnc[nH]2)C1 (stereo not given)	x	-2.6%	3.8%	1.0	-17.4%	-0.6%	i	-19.8%	0.0
Cc1cc(C)c(C#N)c(SCC(=O)Nc2ccccc2C(N)=O)n1	0.9%	1.6%	10.4%	7.0	x	-3.3%	i	x	2.0
Cc1cccc(CC(=O)Nc2cc(=O)n(C)c(=O)n2C)c1	-18.7%	9.0%	4.2%	0.0	-0.6%	-3.2%	i	-1.6%	0.0
COc1ccc(C2CC(C(F)(F)F)n3nc(C(=O)NCCN4CCOCC4)cc3N2)cc1 (stereo not given)	8.6%	-27.0%	2.2%	11.0	-12.7%	2.2%	i	-12.7%	18.0
CCNc1oc(COc2cccc(C)c2)nc1C#N	x	-12.6%	5.3%	18.0	-7.6%	-7.2%	i	-10.7%	16.0	PMK inhibit pilot replicates=1.0;MK inhibit pilot replicates=0.0;DPM-DC inhibit pilot screen %=0.5
CCn1c(NC(=O)c2cccs2)c(-c2cccs2)c(=O)c2ccccc21	x	6.0%	8.8%	15.0	-9.6%	-7.8%	i	-12.9%	10.0
CC1CN(Cc2nc3c(c(=O)[nH]c(=O)n3C)n2CCCc2ccccc2)CC(C)O1 (stereo not given)	-11.3%	3.8%	x	4.0	x	x	i	x	3.0
CCOc1ccc(-c2cc(C(=O)NCCCN3CCN(CC)CC3)c3ccccc3n2)cc1	1.8%	24.4%	7.8%	0.0	8.6%	-10.1%	x	3.3%	8.0
COC(=O)c1sc(NC(=O)COc2ccccc2)nc1C	6.3%	-7.5%	14.6%	7.0	-0.1%	-2.6%	i	2.9%	0.0
CCc1ccccc1N1C(=O)C2CC(C)=C(C)CC2C1=O (stereo not given)	x	-0.4%	5.3%	7.0	-3.9%	5.5%	i	-14.4%	0.0	PMK inhibit pilot replicates=1.5;MK inhibit pilot replicates=0.0;DPM-DC inhibit pilot screen %=0.0
COc1ccc(NC(=O)C2CCN(S(=O)(=O)c3ccc(OC)c(OC)c3)CC2)c(OC)c1	3.3%	3.0%	10.0%	6.0	-16.7%	-6.0%	i	-8.7%	0.0
O=C(CCCCC(=O)N1CCN(c2ccccc2)CC1)N1CCN(c2ccccc2)CC1	9.8%	-5.0%	5.2%	8.0	10.6%	-5.5%	i	9.1%	15.0
Cc1cc(C)n(-c2ccc(-n3ccnc3)nn2)n1	x	-6.1%	3.9%	0.0	2.6%	-4.2%	i	2.7%	4.0
